High-throughput results as filed in PubChem.
FBW7 act: FBW7 E3 ligase activators, primary screen, biochemical, AlphaScreen, human | normalized activity (activation), % at 26.1 µM | AID 1259310, 2017 | F-box/WD repeat-containing protein 7 (Homo sapiens), Q969H0 | 650,000 tested, 0.13% active | AlphaScreen FBW7–phospho-cyclin E peptide binding, activator screen; in the data active = normalized activity above about 1.9%;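 also: purified mutant Fbw7 with reduced substrate affinity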
TEAD-YAP inh: TEAD-YAP interaction inhibition, primary screen, TEAD-YAP interaction inhibitor project, luminescence, HEK-TIYL cells | TEAD-Gal4/YAP UAS-luciferase luminescence | inhibition, % at 9.12 µM | 640,000 tested, 1.4% active | AID 1259422, 2018; in the data active = inhibition above about 32%;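 also: 0% = median of test compound wells and 100% = reference inhibitor wells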
GPR151 ag: activators of human GPR151, primary screen, cell-based, PathHunter beta-arrestin, luminescence; G-protein coupled receptor 151 (Homo sapiens), Q8TDV0; PathHunter beta-arrestin GPR151 cells; activation, % at 11.2 µM; 650,000 tested, 1% active; in the data active = activation above about 4.9%;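 also: 0% = median of compound wells and 100% = cells with positive control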
Target sequence (Q8TDV0 whole entry, looked up): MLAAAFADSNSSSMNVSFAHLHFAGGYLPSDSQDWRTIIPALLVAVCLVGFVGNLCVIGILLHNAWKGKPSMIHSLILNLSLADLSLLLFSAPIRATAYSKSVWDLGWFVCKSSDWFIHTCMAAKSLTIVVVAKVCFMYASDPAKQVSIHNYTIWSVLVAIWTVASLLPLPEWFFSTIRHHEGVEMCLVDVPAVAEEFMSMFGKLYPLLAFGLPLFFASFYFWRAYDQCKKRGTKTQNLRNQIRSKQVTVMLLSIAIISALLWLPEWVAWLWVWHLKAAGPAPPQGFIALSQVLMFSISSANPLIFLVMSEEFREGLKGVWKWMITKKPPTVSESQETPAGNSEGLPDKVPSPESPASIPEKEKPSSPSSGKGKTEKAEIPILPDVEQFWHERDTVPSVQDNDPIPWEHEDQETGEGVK
MITF inh: MITF inhibitors, primary screen, biochemical, AlphaScreen, human; Microphthalmia-associated transcription factor (Homo sapiens), O75030; AlphaScreen MITF homodimerization, bead proximity signal; inhibition, % at 2.6 µM; 650,000 tested, 0.91% active; AID 1259374, 2018; in the data active = inhibition above about 50%;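 also: 0% = vehicle wells with protein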
Target sequence (O75030 whole entry, looked up): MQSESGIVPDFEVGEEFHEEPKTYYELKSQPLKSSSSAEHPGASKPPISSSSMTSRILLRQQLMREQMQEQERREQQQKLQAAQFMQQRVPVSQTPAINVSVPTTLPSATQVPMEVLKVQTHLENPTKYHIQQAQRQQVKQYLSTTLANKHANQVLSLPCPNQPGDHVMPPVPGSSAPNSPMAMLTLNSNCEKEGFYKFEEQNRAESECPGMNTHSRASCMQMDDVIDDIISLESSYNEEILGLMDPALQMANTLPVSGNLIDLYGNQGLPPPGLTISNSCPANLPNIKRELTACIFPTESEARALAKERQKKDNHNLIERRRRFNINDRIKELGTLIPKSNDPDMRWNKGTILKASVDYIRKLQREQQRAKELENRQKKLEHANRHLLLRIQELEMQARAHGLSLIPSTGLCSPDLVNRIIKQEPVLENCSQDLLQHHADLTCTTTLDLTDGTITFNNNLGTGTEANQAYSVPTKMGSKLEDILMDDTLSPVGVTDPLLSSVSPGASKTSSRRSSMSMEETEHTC
* marks the source's active call; other numbers are inactive results; · = not tested or not shown.

A first look, 2 compounds:
Results follow in this order: FBW7 act	TEAD-YAP inh	GPR151 ag	MITF inh
> Cc1ccccc1CNc1nc2nc(C)c(Cl)c(C)n2n1
  0.3	-7	-0.6	-6
> O=C(Cc1cccc(F)c1)NCC1CCC2(CCN(Cc3ccncc3)CC2)O1 (centres undefined)
  0.1	-13	1.9	5

Main list (from the top)
Results follow in this order: FBW7 act	TEAD-YAP inh	GPR151 ag	MITF inh
> Cc1ccccc1CNc1nc2nc(C)c(Cl)c(C)n2n1
  0.3	-7	-0.6	-6
> O=C(Cc1cccc(F)c1)NCC1CCC2(CCN(Cc3ccncc3)CC2)O1 (centres undefined)
  0.1	-13	1.9	5
> N#CC1=C(N)N(c2cccc([N+](=O)[O-])c2)C2=C(C(=O)CCC2)C1c1cccc([N+](=O)[O-])c1 (centres undefined)
  0.1	9	-1.1	8
> CC(=O)Nc1ccc(-c2nc3ccccc3o2)cc1
  0.8	-39	-0.3	-6
> COc1cccc(/C=N/Nc2ccc([N+](=O)[O-])cn2)c1O
  8.6*	66*	-5.4	-12
> Cc1cc(C)cc(NC(=O)c2sc3nc(SCC#N)n(CCc4ccccc4)c(=O)c3c2C)c1
  0.1	-12	-1.3	16
> O=C(CSc1nnc(-c2cccnc2)o1)Nc1cc(Cl)ccc1Cl
  0.0	13	0.8	5
> CNC(=O)COC(=O)c1ccccc1Cl
  0.0	-5	2.6	5
> CCn1c(C)nc2ccc(C(=O)NN3Cc4ccccc4C3=N)cc21
  0.3	4	0.1	-3
> COc1ccc(OC)c(N(CC(=O)NCc2ccncc2)S(C)(=O)=O)c1
  -0.1	-5	1.3	4
> Cc1ccc(-c2nc(-c3ccc([N+](=O)[O-])cc3)no2)cc1Cl
  0.5	3	-0.5	3
> O=C(Nc1cccnc1)c1cccnc1
  -0.1	-1	2.2	-4
> O=[N+]([O-])c1ccc(Cl)c(S(=O)(=O)Nc2cccnc2)c1
  0.7	-10	-1.7	-3
> O=C(CSc1nc2ccccc2c(=O)n1CC1CCC(C(=O)N2CCN(c3ccccc3)CC2)CC1)NCc1ccco1 (centres undefined)
  0.1	6	0.1	-3
> CCN1CCN(CCCNC(=O)c2cc3c(Cl)nc4ccccc4c3s2)CC1
  0.1	-6	1.2	-9

(further entries)
Results follow in this order: FBW7 act	TEAD-YAP inh	GPR151 ag	MITF inh
> O=C(Nc1cccc([N+](=O)[O-])c1)c1ccc2c(c1)C(=O)N(c1nccs1)C2=O
  0.1	-5	-2.8	17
> CC(=O)NC(=O)c1cc2cc(Cl)cc(Cl)c2oc1=Nc1ccc(-c2nc3ccc(C)cc3s2)cc1
  -0.1	-23	0.6	17
> CCOC(=O)CCN(Cc1ccccc1Cl)S(=O)(=O)c1cccc(C(F)(F)F)c1
  0.1	2	-0.9	-1
> O=C(O)CCC1(CCC(=O)O)CCCCC1=O
  1.4	-2	-0.7	48
> CCOCCCNCc1ccccc1OCC(O)CN1CCc2ccccc2C1 (centres undefined)
  0.0	8	3.3	-11
> Cc1cccc(C(=O)Nc2ccc(C(=O)Nc3cc(C)ccc3C)cc2)c1
  0.0	-5	-1.5	-5
> CCc1ccc(NC(=O)C2CCCN(c3nc(-c4ccc(OC)cc4)no3)C2)cc1 (centres undefined)
  -0.1	-6	-1.2	-4
> COCCCNC(=O)c1ccc(N(C)S(=O)(=O)c2ccccc2)cc1
  -0.1	-8	-1.3	-4
> COCCN(C(=O)NC(C)C)C1CCN(Cc2ccccc2S(C)(=O)=O)CC1
  0.0	-2	1.3	48
> COc1ccc(CCNC(=S)SCc2cn3cccnc3n2)cc1OC
  -0.1	29	3.6	-14
> COc1ccc(-n2nc(C(=O)N3CCN(Cc4ccccc4)CC3)c3ccccc3c2=O)cc1
  0.0	3	-1.2	1
> O=C(Cn1c(=O)c2sccc2n(Cc2cccc([N+](=O)[O-])c2)c1=O)NCc1ccco1
  0.6	10	-0.7	-1
> CCOCCCNC(=O)c1cnn2c(C)c(Cc3ccccc3F)c(C)nc12
  0.1	-14	1.0	2
> CCCCNC(=O)CSc1nc2ccc(NC(=O)c3ccccc3OC)cc2s1
  -0.1	0	-0.4	-4
> CC(NC(=O)c1sc2ccccc2c1Cl)c1ccccc1 (centres undefined)
  0.0	0	0.0	-9

(listing goes on)
Results follow in this order: FBW7 act	TEAD-YAP inh	GPR151 ag	MITF inh
> CCOC(=O)C1=C(O)/C(=C/c2ccc3c(c2)OCO3)SC1=Nc1ccc(Cl)cc1
  -0.1	7	1.2	-9
> NS(=O)(=O)c1ccc(NC(=O)COc2ccc(C(=O)c3ccc(F)cc3)cc2)cc1
  0.2	3	0.0	3
> CC1=NN(c2ccccc2)C(=O)/C1=C/c1cccc(Br)c1
  -1.0	0	-0.9	-6
> CCc1ccc(NC(=O)c2ccc(F)c(S(=O)(=O)NCCC3=CCCCC3)c2)cc1
  0.0	-4	-1.2	-14
> O=C(NCCCNc1ccc(C(F)(F)F)cc1[N+](=O)[O-])c1ccc(F)cc1
  -0.1	-10	-1.9	1
> O=c1/c(=C/c2ccc(O)cc2)sc2nc3cc(Br)cnc3n12
  0.0	-3	0.1	11
> CCCn1c2ccccc2c2nnc(SCCCCC(=O)Nc3cccc4ccccc34)nc21
  0.0	3	-1.3	2
> CCOC(=O)c1c(-c2ccccc2)c2cc(OC)ccc2n1CCN(C)C
  0.8	9	-1.8	-7
> COc1ccc(OC)c(C2C(C(=O)OCCc3ccccc3)=C(C)NC3=C2C(=O)CC(c2ccc(Cl)cc2)C3)c1 (centres undefined)
  0.1	-5	0.0	15
> O=S(=O)(c1ccc2c(c1)OCCO2)N1CCN(C(=S)NC2CCCCC2)CC1
  0.2	-2	-0.2	2
> CCOC(=O)N1CCN(C(=O)CC(C(=O)N2CCc3ccccc32)n2ccnc2)CC1 (centres undefined)
  0.5	6	-0.8	12
> CC1=CC(C)C(C2Nc3ccccc3C(=O)N2c2ccccc2C)CC1 (centres undefined)
  0.0	4	-0.4	-1
> CN1CCN(C(=O)c2ccc(-c3cccc(C(=O)NC4CC4)n3)cc2)CC1
  -0.1	-1	3.4	-2
> COc1ccccc1C(=O)Nc1nc2cc(C)c(C)cc2s1
  -0.1	-33	1.0	4
> CCC(Cc1ccccc1)NS(=O)(=O)c1cc2c(cc1Cl)NC(=O)CO2 (centres undefined)
  0.3	-1	0.9	7

Compound profiles (already shown). Order of screens: FBW7 act | TEAD-YAP inh | GPR151 ag | MITF inh
`CC1=NN(c2ccccc2)C(=O)/C1=C/c1cccc(Br)c1` across the screens: -1.0 | 0 | -0.9 | -6
`O=c1/c(=C/c2ccc(O)cc2)sc2nc3cc(Br)cnc3n12` across the screens: 0.0 | -3 | 0.1 | 11

Additional structures follow:
Results follow in this order: FBW7 act	TEAD-YAP inh	GPR151 ag	MITF inh
> CCOC(=O)C1CCCN(Cc2ccc(SC)cc2)C1 (centres undefined)
  -0.3	7	0.4	30
> CCCC(CCC)C(=O)Nc1cc(-c2cccs2)nn1-c1nc(C)c(C)c(=O)[nH]1
  -0.2	-1	-1.5	-5
> CCCC(=O)Nc1cc(C)c(NC(=O)C23CC4CC(CC(C4)C2)C3)cn1
  0.7	2	-0.5	4
> Cc1cc(-n2c(C)cc(CO)c2C)ccc1Br
  0.0	8	-0.8	16
> c1cncc(CN(Cc2ccco2)Cc2nnnn2C2CCCC2)c1
  0.1	13	-0.8	0
> CNc1nsc(C(=O)c2ccc(Cl)cc2)c1N
  -0.1	-37	3.4	6
> CSc1ncc(C(=O)Nc2cc(Cl)ccc2C)c(C)n1
  0.3	-7	3.2	-6
> COc1ccccc1/C=C/CN1CCNC(=O)C1CC(=O)NC1CCCCCC1 (centres undefined)
  -0.1	-2	-1.7	7
> COc1cccc(OCC(=O)NNC(=O)Cc2cccs2)c1
  0.0	-3	-0.5	2
> COc1ccccc1CCNC(=O)Cc1csc(-n2cccc2)n1
  0.0	1	-0.5	27
> Cc1ccc(CNC(=O)C(=O)NCCCn2ccnc2)cc1
  -0.1	5	1.5	11
> COc1cc(/C=c2/sc3nc4ccccc4n3c2=O)cc(Br)c1O
  0.1	-7	-0.9	10
> COc1ccc(C(=O)NC(CCSC)C(=O)OCc2ccc([N+](=O)[O-])cc2)cc1OC (centres undefined)
  -0.1	5	0.1	5
> COc1cccc(C(=O)O/N=C(\N)c2ccccn2)c1OC
  0.0	-16	-3.7	-26
> Cc1nn(C(=O)c2sc3ccccc3c2Cl)c(C)c1Sc1ccccc1[N+](=O)[O-]
  -0.1	-1	-1.1	-2

Other entries:
Compound,FBW7 act,TEAD-YAP inh,GPR151 ag,MITF inh
Cn1c(=NC(=O)c2ccc([N+](=O)[O-])s2)sc2cc(S(C)(=O)=O)ccc21,-0.1,5,-1.8,-6
O=C(Nc1ccccc1C(=O)Nc1ccc(Cl)cc1)c1cccc(S(=O)(=O)N2CCCCC2)c1,0.4,-3,-1.0,14
CN1C(C)(C)CC(NC(=O)Cn2cccc([N+](=O)[O-])c2=O)CC1(C)C,0.1,14,-0.7,-26
CCCCn1c(SCC(=O)OCC)nc2c(sc(=S)n2CCc2ccccc2)c1=O,-0.1,-3,-0.6,-4
Clc1ccc(C2CCCN(Cc3nc(-c4ccccn4)no3)C2)cc1 (centres undefined),-0.1,-6,-0.6,2
Cc1cn2c3c(=O)n(CCc4ccccc4)c(=O)n(C)c3nc2n1C1CCCCC1,-0.1,-14,0.1,-13
Cc1ccccc1CNC(=O)CC1C(=O)NCCN1Cc1c(F)cccc1Cl (centres undefined),0.1,0,-0.3,14
C[C@H]1NC(=O)[C@H]2CN(C(=O)c3ccc4ccccc4c3)CCN2C1=O,0.1,-6,-0.9,-5
Cc1cccc(Cc2c(C)nc3nc(SCC(=O)O)nn3c2C)c1,-0.1,5,-1.1,2
COc1ccc(Nc2cc(Nc3ccc(OC)cc3)nc(C)n2)cc1,0.4,30,-0.9,16
CCOC(=O)c1c(NC(=O)COc2ccccc2[N+](=O)[O-])sc2c1CCCC2,-0.1,2,1.2,5
Cc1ccc(S(=O)(=O)Nc2nc(C)c(NC(=O)OCCOc3nc(N(C)C)nc(N(C)C)n3)s2)cc1,0.0,0,-0.1,-3
COc1ccc(C(=O)Nc2cccc(C)n2)cc1[N+](=O)[O-],-0.1,-18,-0.6,36
Cc1cc(C)nc(SCc2ccc3nonc3c2)n1,0.8,0,-0.3,8
O=C1c2ccncc2C(=O)N1c1ccc(-c2nc3ccccc3[nH]2)cc1,-0.2,-43,-5.0,-3
O=C(CSc1nccn1Cc1ccco1)NCc1ccccc1Cl,-0.1,-15,-1.0,-5
Cc1ccc(S(=O)(=O)NCCN2CCOCCOCCN(CCNS(=O)(=O)c3ccc(C)cc3)CCOCCOCC2)cc1,-0.1,2,0.1,-15
Cc1nc(NCc2ccco2)c2cc(C)sc2n1,0.2,25,1.9,-1
COc1ccccc1-c1coc2cc(OC(=O)c3ccccc3Cl)ccc2c1=O,-0.1,-4,0.9,-10
O=C(CN1CCC(C(=O)c2ccccc2)CC1)Nc1ccccc1Br,-0.1,4,1.3,-1
Cc1ccc(N(CC(=O)N2CCCCC2)S(=O)(=O)c2ccc(F)cc2)cc1,-0.2,7,-0.6,7
O=C1c2ccc(Oc3ccc4c(c3)C(=O)N(c3nc5ccccc5s3)C4=O)cc2C(=O)N1c1nc2ccccc2s1,-0.1,2,-0.2,-3
CCOC(=O)C1=C(C)N(c2ccc(OCC)cc2)C(=O)/C1=C\c1cc(OC)ccc1OC,0.0,-10,1.2,18
CCCCCCCCCCCCCCC(F)C(=O)O (centres undefined),·,·,0.2,-20
N#CC(C#N)=Cc1cccn1-c1cccc(C(=O)O)c1,0.6,2,2.6,9

(listing goes on)
Compound,FBW7 act,TEAD-YAP inh,GPR151 ag,MITF inh
COc1cc2[nH]c(=S)n(Cc3cccnc3)c(=O)c2cc1OC,-0.1,4,-0.7,9
Cc1cccc(N=c2sc(C3=c4cc(Br)ccc4=NC3=O)c(O)n2-c2cccc(C)c2)c1,-0.1,1,-0.4,9
CCSc1nsc2nc(=O)c(/C=C3\C=CC(=O)C(OC)=C3)c(N)n12,0.2,-11,4.1,-7
O=CN1CCN(c2c([N+](=O)[O-])c(=O)oc3ccccc23)CC1,0.2,2,-3.3,4
Cc1ccc(N2CCN(C(=O)Nc3ccccc3)CC2)c(C)c1,0.0,-9,0.4,11
CCCNC(=O)N1CCCC1c1nnc(SCc2ccccc2)n1C (centres undefined),-0.1,-1,-2.0,5
Cc1ccc2nc3c(cc(C(=O)NCC4CCCO4)c(=N)n3C(C)C)c(=O)n2c1 (centres undefined),-0.1,5,1.1,8
O=C(NCC1Cc2cc(-c3cccnc3)cc(F)c2O1)c1sccc1Cl (centres undefined),0.7,3,0.0,28
O=C(O)c1ccc2c(c1)C(=O)N(c1ccc(Oc3ccc(N4C(=O)c5ccc(C(=O)O)cc5C4=O)cc3)cc1)C2=O,0.3,2,1.6,0
COc1ccc(CC(=O)N2CCc3c(nc(N4CCCC4)[nH]c3=O)C2)cc1OC,0.2,4,-0.8,4
COC(=O)Cn1cc(/C=C2\C(=O)NC(=O)N(c3ccc4c(c3)OCO4)C2=O)c2ccccc21,-0.2,5,-0.9,9
COc1ccc(-c2nc3c(cnn3-c3ccccc3)c(=O)[nH]2)cc1,0.9,-3,0.7,13
